Bioassay records from PubChem.
PfHsp40 rescue: rescue of PfHsp40-mediated yeast toxicity. growth rescue, % at 12.5 µM. S. cerevisiae expressing PfHsp40, growth rescue, ATP luminescence. AID 504582. 340,000 compounds, 0.68% hits; in the data active means growth rescue above about 28%, passing the limit was not always enough; inconclusive means no clear call, values can overlap the other calls;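 further: yeast W303a lacking pdr1 and pdr3 grown in galactose medium; growth measured after three days at 30 °C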
TcdB GH inh: blocks C. difficile toxin B glycohydrolase activity; TcdB glycohydrolase enzymatic assay, plate reader; inhibition, % at 9.99 µM; 350,000 compounds, 0.24% hits; AID 652162; in the data active means inhibition above about 10%
SSB-PriA inh: K. pneumoniae PriA-SSBct interaction inhibition | AlphaScreen SSBct-PriA binding, biotinylated peptide | inhibition, % at 33 µM | 430,000 compounds, 0.6% hits; in the data active means inhibition mostly above about 37%, no sharp cut-off; inactive means mostly below about 20%;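 further: plate controls were negative control peptide for no effect and reference peptide for full effect; strong numbers were not always called active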
SARS 3CLpro inh: SARS-CoV 3CLpro protease inhibition; AID 1706; inhibition, % at 6 µM; 290,000 compounds, 0.14% hits; recombinant SARS-CoV 3CLpro, quenched FRET peptide cleavage; P0C6X7; in the data active means inhibition above about 12%
Y pestis TopoI: blocks Yersinia pestis topoisomerase I activity; 360,000 compounds, 0.064% hits; Y. pestis Topo-I cleavage product accumulation, plate reader; activity, % at 10 µM; in the data active means activity above about 50%, passing the limit was not always enough; inconclusive means no clear call, values can overlap the other calls; further: inactives centre near 2
Anthrax LF inh2: anthrax lethal factor protease inhibition; P15917; multiplex microsphere protease cleavage assay, LF; inhibition, % at 10 µM; 360,000 compounds, 0.12% hits; further: plate controls were buffer without enzyme for full effect and enzyme alone for no effect
BoNT-A LC inh2: BoNT A light chain protease inhibition. inhibition, % at 10 µM. AID 588499. 360,000 compounds, 0.17% hits. multiplex microsphere protease substrate cleavage, flow cytometry; further: plate controls were buffer without enzyme for full effect and enzyme alone for no effect
Vc quorum ag: quorum light induction in luxS cqsA deficient V. cholerae; activation, % at 18.7 µM; AID 588436; V. cholerae BH1578 lux reporter, luminescence, 6 h; 350,000 compounds, 0.16% hits; in the data active means activation mostly above about 9.7%, no sharp cut-off; inconclusive means no clear call, values can overlap the other calls; inactive means mostly below about 3.7%; further: not every result past the cut was called active; inactives centre near 0; reference of the scale not given here
PrPC TRFRET: reduces human prion protein on the cell surface | AID 720596 | P04156 | cell surface PrPC, TR-FRET read-out | inhibition, % at 13.8 µM | 370,000 compounds, 0.43% hits; in the data active means inhibition above about 24%; further: 0% = median of the test wells and 100% = reference compound wells
The depositor's hits bear a star; i = inactive; ? = inconclusive; / = not tested or not shown; & = joins results of further samples. Unless noted, no stated cut-off is given here; in the data, active means inhibition above about 30%; inconclusive means no clear call, values can overlap the other calls; inactive means below that.

SMILES | PfHsp40 rescue | TcdB GH inh | SSB-PriA inh | SARS 3CLpro inh | Y pestis TopoI | Anthrax LF inh2 | BoNT-A LC inh2 | Vc quorum ag | PrPC TRFRET
CC(C)Oc1ccc(S(=O)(=O)N2CCOCC2)cc1NC(=O)Cc1cccs1 | -0.1 | 0.8 | 2 | / | 42 | -40 | -180 | i | -4
c1ccc(COc2ncnc3c2ncn3CCCNCC(c2ccccc2)c2ccccc2)cc1 | / | 0.8 | / | / | 2 | -6 | -0.4 | -0.4 | -27
Cc1cccc(NC(=O)CCN2CCN(C/C=C/c3ccccc3)CC2)c1 | 1.7 | / | -6 | -5 | 27 | 0 | 1.1 | i | -10
COc1ccc(S(=O)(=O)N2CCOC2CNC(=O)C(=O)NCCN2CCOCC2)cc1C (stereo unspecified) | 0.0 | 0.4 | -8 | 1 | 8 | -5 | -3.6 | i | -3
CC(C(=O)NCCCn1ccnc1)(c1ccccc1)c1ccccc1 | 0.0 | -0.1 | 6 | 2 | 4 | 0 | 4.2 | -0.7 | 5
COc1ccc(-c2ccoc2)cc1[C@H]1[C@H]2C=CC[C@@H](C)[C@@H]2C(=O)N1Cc1ccccc1 | -1.3 | 0.1 | -1 | / | 33 | 1 | -0.1 | -0.5 | 5
Cc1cc(Nc2ccccc2)nn1C(=O)c1ccc(Cl)cc1 | 0.4 | / | 3 | -2 | 5 | -1 | -0.8 | -0.3 | -1
Cc1sc2nc(CN3CCCCC3)nc(Nc3ccc4c(c3)OCCO4)c2c1C | 0.8 | 1.3 | -1 | -1 | -13 | 2 | 0.2 | -0.9 | -5
CC(=O)Nc1ccc(Nc2nc(C)c([N+](=O)[O-])c(Nc3ccccc3)n2)cc1 | 0.4 | / | -8 | -2 | -16 | -2 | -0.6 | -0.4 | -21
O=c1cc(O)c2sc3nc4c(c(C(F)(F)F)c3c2[nH]1)CCCCC4 | -1.4 | 1.8 | -12 | -6 | 5 | -5 | -0.1 | 2.3 | -11
CCC(=O)N(c1nnc(SCC(=O)Nc2ccc(N3CCOCC3)cc2)s1)C1CC1 | -0.3 | 0.5 | 0 | / | 0 | 1 | 0.5 | -0.8 | 7
CCn1c(CCC(=O)O)nc2cc(S(=O)(=O)N(C)C)ccc21 | -1.8 | 1.4 | -4 | 0 | -4 | 2 | -0.1 | -0.3 | -3
O=C1CCC(C(=O)N2CCCC(N3CCN(c4cccc(C(F)(F)F)c4)CC3)C2)=NN1 (stereo unspecified) | 1.3 | 1.7 | -1 | 5 | -2 | 2 | 2.1 | -0.4 | 0
CN(C)c1ccc(CNn2cnnc2SCc2ccccc2F)cc1 | 0.2 | 0.0 | 14 | -4 | 5 | -3 | 10 | i | 9
COc1ccccc1OCCCCN1CCC(C)CC1 | -1.3 | 0.7 | -10 | -2 | 5 | -2 | -0.4 | -6.2 | 3
CCc1ccc(-c2cc(C)no2)cc1S(=O)(=O)N1CCN(c2ccccc2)CC1 | -0.8 | -0.3 | -2 | 3 | 28 | 0 | -0.4 | -0.4 | 6
O=C(NCc1cccc(F)c1)c1cccc2c1C(=O)c1ccc(N3CCOCC3)cc1S2(=O)=O | 4.4 | 0.5 | -20 | / | 0 | 1 | 0.7 | 4.5 | 0
CCOC(=O)C1CCCN(C(=O)c2ccc(Cl)c(S(=O)(=O)N3CCCCC3)c2)C1 (stereo unspecified) | -1.8 | 0.1 | 3 | -5 | 24 | 4 | -0.1 | 0.4 | 13
COc1ccc(-c2cc(=O)oc3cc(OC(C)C(=O)NCc4ccccn4)ccc23)cc1 (stereo unspecified) | 0.4 | 3.7 | -2 | -3 | 32 | -15 | -1.1 | -0.6 | -11
O=P(Nc1ccccc1)(Oc1ccccc1)Oc1ccccc1 | 1.6 | -2.5 | -9 | 3 | 24 | / | / | -1.3 | 11
Cc1cc(C(F)(F)F)cc(NNC(=O)NC(=O)c2c(F)cccc2Cl)n1 | -0.7 | 1.9 | -2 | -3 | 6 | 7 | ? | -0.7 | 2
CC(C)CCN1C(=O)c2cccc3c(N)ccc(c23)C1=O | 1.9 | 1.6 | -81 | / | 3 | -6 | -1.8 | 1.3 | -4
O=C(O)/C=C/c1ccc(S(=O)(=O)N2CCCCCC2)cc1 | -0.5 | -0.8 | -3 | -2 | 0 | 2 | 0.8 | -0.1 | -2
O=C(NCc1cccnc1)c1ccc2c(c1)OCO2 | 0.1 | 1.4 | -19 | 1 | -2 | -2 | ? | i | 2
Cc1nc(-c2ccccn2)nc(SCC(=O)c2ccccc2)c1Cl | -2.0 | -1.0 | -5 | 2 | 26 | 9 | -0.9 | -1.2 | 8
NC(=O)CS(=O)(=O)c1nc2ccccc2n1Cc1ccccc1F | -1.4 | / | -4 | -1 | 0 | -1 | -0.8 | -0.2 | 1
CCOc1cc(CNCc2ccccn2)ccc1OCC(=O)NC1CCCCC1 | -0.9 | / | -12 | -3 | 9 | -1 | -0.6 | / | -3
CC(=O)N1CCc2c(sc(NC(=O)C3CCCCC3)c2C(N)=O)C1 | -0.2 | 1.1 | -14 | 3 | -3 | -2 | 0.4 | -0.1 | 3
CC(C)n1c(C(=O)OCC(=O)NCc2ccc3c(c2)OCO3)cc2occc21 | -0.2 | / | 8 | -2 | 8 | -4 | -1.4 | i | -2
COc1ccc(CCNC(=O)CN(C)S(=O)(=O)c2ccc3c(c2)CCC(=O)N3)cc1OC | -0.4 | 1.8 | 5 | 1 | -11 | 1 | 0.2 | -0.4 | -2
COc1cc(NS(=O)(=O)c2ccc(OC)c(OC)c2)cc(OC)c1 | -0.7 | / | 5 | -7 | 5 | -5 | -0.6 | -0.3 | -4
Cc1cc(C(=O)CSc2nnc3ccccn23)c(C)n1-c1ccccc1 | -1.7 | / | 13 | 1 | 0 | -1 | -4.5 | 1.9 | -7
COc1ccc(Cl)cc1NC(=O)c1ccc2c(SCC(=O)O)c3c(nc2c1)CCCC3 | 1.8 | 0.2 | 11 | -3 | -5 | 4 | -0.1 | 0.0 | -1
COc1cc2oc(=O)cc(CN3CCN(c4ccc(Cl)c(Cl)c4)CC3)c2cc1Cl | / | 0.9 | / | / | / | -8 | 0.1 | / | 8
CC(C)[C@H](NS(=O)(=O)c1ccccc1)C(=O)Nc1ccccc1N1CCOCC1 | -0.4 | 0.4 | -4 | / | 7 | -4 | 2.9 | i | 6
CC(=O)Nn1cc2c(=O)n(C)c(=O)n(C)c2c1 | -0.5 | 0.4 | -8 | 0 | -2 | -6 | -2.4 | -0.4 | -2
Cc1ccc(S(=O)(=O)N2CCOCC2)cc1C(=O)NC1=NCCS1 | -1.8 | 1.5 | 3 | / | 4 | 4 | -0.4 | -0.4 | -9
CCN(CC)C(=O)c1cn(CCC#N)nc1-c1ccc(F)cc1 | 1.0 | 1.6 | -5 | -1 | -5 | -1 | -0.2 | -1.3 | 4
COc1cc(/C(C)=N/NC(=O)Cc2c(C)[nH][nH]c2=O)ccc1O | 0.6 | 2.0 | / | -2 | 3 | 0 | -0.6 | 2.0 | -5
CSc1nsc(SCc2ccc(Cl)cc2)n1 | -0.7 | 0.5 | -111 | -2 | -7 | -1 | 0.2 | -0.9 | -2

Some of the entries so far, tab-delimited:
SMILES	PfHsp40 rescue	TcdB GH inh	SSB-PriA inh	SARS 3CLpro inh	Y pestis TopoI	Anthrax LF inh2	BoNT-A LC inh2	Vc quorum ag	PrPC TRFRET
COc1ccc(CCNC(=O)CN(C)S(=O)(=O)c2ccc3c(c2)CCC(=O)N3)cc1OC	-0.4	1.8	5	1	-11	1	0.2	-0.4	-2
Cc1nc(-c2ccccn2)nc(SCC(=O)c2ccccc2)c1Cl	-2.0	-1.0	-5	2	26	9	-0.9	-1.2	8
COc1ccc(Cl)cc1NC(=O)c1ccc2c(SCC(=O)O)c3c(nc2c1)CCCC3	1.8	0.2	11	-3	-5	4	-0.1	0.0	-1
Cc1cc(C(=O)CSc2nnc3ccccn23)c(C)n1-c1ccccc1	-1.7	/	13	1	0	-1	-4.5	1.9	-7

Other entries:
SMILES | PfHsp40 rescue | TcdB GH inh | SSB-PriA inh | SARS 3CLpro inh | Y pestis TopoI | Anthrax LF inh2 | BoNT-A LC inh2 | Vc quorum ag | PrPC TRFRET
N#CC1=C(C2CC2)CC(c2ccccc2)C(C#N)=C1N (stereo unspecified) | -0.7 | / | -7 | 8 | 3 | 6 | 0.3 | / | -2
Cc1cc(=O)oc2cc(OCC(=O)OCC(=O)Nc3ccccc3Br)ccc12 | -0.6 | -1.8 | -3 | 6 | -8 | 3 | 0.4 | 2.2 | 4
COc1ccc(C2C3=C(CC(C)(C)CC3=O)Oc3ncn4nc(-c5ccccc5)nc4c32)cc1 (stereo unspecified) | 2.2 | -0.6 | -13 | / | -3 | / | / | -0.2 | 8
Cc1cccc(C)c1NC(=O)CN1CCN(C(=O)C2CCC2)CC1 | 0.1 | 3.0 | -4 | / | 11 | / | / | i | -1
COc1c(C)cc(Br)cc1C(=O)NC(=S)Nc1ccc(Cl)c(C(=O)O)c1 | -1.1 | 0.3 | -9 | -2 | 11 | 1 | 0.4 | -2.8 | -2
COC(=O)c1c(NC(=O)COc2ccc(Cl)cc2)sc2c1CC(C)(C)NC2(C)C | 0.9 | -0.6 | -5&-4 | -6 | 2 | -2 | -5.6 | i | -5
CC(=O)Nc1ccc(NC(=O)CSc2ccc(-c3ccc4c(c3)OCO4)nn2)cc1 | -1.5 | / | 1 | -9 | -7 | 2 | 1.5 | 0.1 | 3
COc1cc(C(=O)NCC(=O)NCCSc2ccc(Br)cc2)cc(OC)c1OC | 9.8 | 1.0 | 4 | / | 8 | -2 | -5.4 | i | -1
C=CCn1c(SCC(=O)N2CCN(C(=O)c3ccco3)CC2)nc2sc(CC)cc2c1=O | -0.9 | / | 5 | -5 | 4 | -1 | 0.1 | -1.7 | -3
CSc1ccc(S(=O)(=O)NCC(=O)OCC(=O)N(C)CC(=O)Nc2ccc(F)cc2)cc1[N+](=O)[O-] | -0.1 | 0.0 | 5 | / | -1 | 8 | -0.5 | 0.9 | -28
Oc1ccccc1-c1nc(NCc2ccco2)c2ccccc2n1 | 0.5 | / | -5 | -3 | -1 | 9 | 1.5 | / | -3
COc1cc(/C=C/c2ccc3cccc(O)c3n2)c(Br)cc1O | -0.6 | -12 | / | 2 | -6 | -17 | -5.8 | -0.5 | -14
O=c1[nH]c(S)c(/C=C2\C=Nc3ccccc32)s1 | / | -0.4 | / | 1 | -5 | / | / | -0.6 | -12
Cc1cccc(C)c1NC(=O)c1cccc(COc2cc(Cl)ccc2Cl)c1 | 1.0 | / | 1 | 3 | -4 | -2 | 0.5 | -0.3 | -4
Cc1ccc(CNC(=O)c2ccccc2NC(=O)CSc2nnnn2C)cc1 | -0.6 | / | -2 | -6 | -2 | 0 | -0.3 | -0.1 | -3
O=C(Nc1cccc2ccccc12)c1[nH]c(-c2ccccc2)c2c1C(=O)N(C1CC1)C2=O | / | -2.8 | / | / | / | 8 | 1.6 | / | 3
S=C(NCC1CCCO1)N1CCN(c2cccc(Cl)c2)CC1 (stereo unspecified) | 2.8 | 0.9 | 0 | 0 | 6 | -4 | -3.2 | -0.4 | 5
N#Cc1ccc(CSc2nnc(NC(=O)C3CCCO3)s2)cc1 (stereo unspecified) | -0.1 | / | -4 | 3 | 12 | -3 | 2.0 | i | 1
CN(CC(O)COc1ccc(S(=O)(=O)N2CCOCC2)cc1)C1CCCCC1 (stereo unspecified) | 1.8 | / | -3 | -4 | 1 | -4 | 2.3 | -1.9 | -5
CCCC(=O)Nc1cccc(NC(=O)c2cccc([N+](=O)[O-])c2C)c1 | -1.0 | 0.7 | -3 | 2 | -11 | 0 | 0.4 | -0.3 | -1
CCN(CC)C(=O)c1[nH]cnc1C(=O)NC1CCN(C(=O)OC(C)(C)C)CC1 | -0.5 | 0.9 | -1 | / | 1 | 0 | 0.5 | i | -9
CCOc1ccc(N(C)S(=O)(=O)c2ccc3[nH]cc(C(=O)NCC4CCCO4)c(=O)c3c2)cc1 (stereo unspecified) | 2.2 | / | -13 | -2 | 18 | 3 | 0.7 | i | 1

An excerpt, so the mix of outcomes need not match the whole.
